TcdB inh: TcdB glycohydrolase inhibitors, primary screen, biochemical, single point, plate reader; TcdB glycohydrolase enzymatic assay; inhibition, % at 9.99 µM; 350,000 tested, 0.24% active; Toxin B (Clostridioides difficile), P18177; in the data active means inhibition above about 10%
The depositor's hits bear a star.

How did C[C@@H]1CN([C@@H](C)CO)C(=O)Cc2cc(NC(=O)c3ccncc3)ccc2O[C@H]1CN(C)C(=O)Nc1ccc(F)cc1 do in these assays?
TcdB inh: 0.9

How did O=C(C[C@H]1CC[C@H]2[C@@H](COC[C@@H](O)CN2C(=O)c2ccccc2F)O1)NCc1ccc(F)cc1 do in these assays?
TcdB inh: -0.1

Results for CCN(C[C@@H]1[C@@H](c2ccccc2)[C@H](CO)N1C(C)=O)C(=O)c1cccc(F)c1 ?
TcdB inh: -0.4

What do the screens show for `CC(=O)N1CCCCN2[C@@H](CO)[C@@H](c3ccc(-c4ccc(C)cc4)cc3)[C@@H]2C1`?
TcdB inh: -1.2

Results for COc1ccc(S(=O)(=O)Nc2ccc3c(c2)C(=O)N([C@H](C)CO)C[C@@H](C)[C@@H](CN(C)Cc2ccc(C(F)(F)F)cc2)OCCCC[C@H](C)O3)cc1 ?
TcdB inh: 0.8

What do the screens show for `C[C@@H]1CN([C@@H](C)CO)C(=O)Cc2cc(NC(=O)Nc3ccccc3)ccc2O[C@@H]1CN(C)Cc1ccc(C(=O)Nc2ccccc2N)cc1`?
TcdB inh: 0.7

Results for C[C@H](CO)N1C[C@H](C)[C@@H](CN(C)S(C)(=O)=O)OCCCC[C@H](C)Oc2ccc(NS(=O)(=O)c3cn(C)cn3)cc2C1=O ?
TcdB inh: 1.0

How did CCCC(O)C#Cc1cnc2c(c1)C(=O)N([C@H](C)CO)C[C@H](C)[C@H](CN(C)S(=O)(=O)c1cn(C)cn1)O2 (stereo partly specified) do in these assays?
TcdB inh: -1.5

How did CNC(=O)C[C@@H]1CC[C@@H]2[C@@H](COc3ccc(NC(=O)Nc4ccc(Cl)cc4)cc3C(=O)N2C)O1 do in these assays?
TcdB inh: 1.3

What do the screens show for `C[C@H](CO)N1C[C@H](C)[C@H](CN(C)C(=O)Nc2ccc(F)cc2)Oc2ccc(NC(=O)CCC(F)(F)F)cc2CC1=O`?
TcdB inh: 0.2

Results for OC[C@H]1[C@@H]2c3ccccc3NC[C@@H]2N1Cc1ccccc1Cl ?
TcdB inh: -0.5

Results for CO[C@@H]1CN(C)C(=O)c2ccc(NC(=O)NC(C)C)cc2OC[C@@H](C)N(C(=O)CN(C)C)C[C@H]1C ?
TcdB inh: 0.7

Results for C[C@H]1CN([C@@H](C)CO)C(=O)Cc2cc(NS(=O)(=O)c3ccc(Cl)cc3)ccc2O[C@H]1CN(C)Cc1ccc(C(F)(F)F)cc1 ?
TcdB inh: 0.2

Results for COc1ccc(NC(=O)N[C@H]2CC[C@@H](CCNC(=O)c3ccccc3F)O[C@@H]2CO)cc1 ?
TcdB inh: -2.7

What do the screens show for `C[C@@H]1CN([C@H](C)CO)C(=O)c2cc(-c3cncnc3)cnc2O[C@H]1CN(C)C(=O)Cc1ccccn1`?
TcdB inh: -0.1

What do the screens show for `C[C@@H]1CN([C@H](C)CO)C(=O)c2cc(NC(=O)c3ccncc3)ccc2O[C@@H](C)CCCCO[C@@H]1CN(C)S(=O)(=O)c1ccc(Cl)cc1`?
TcdB inh: -0.5

What do the screens show for `CN1c2ccc(C#Cc3cccnc3)cc2[C@H]2[C@H](CCN2C(=O)c2cccnc2)[C@@H]1CO`?
TcdB inh: 0.5

Results for C[C@@H]1CN([C@@H](C)CO)C(=O)c2cc(NC(=O)Nc3ccc(C(F)(F)F)cc3)ccc2O[C@@H](C)CCCCO[C@@H]1CN(C)C(=O)C1CCCCC1 ?
TcdB inh: 0.4

Results for COc1ccc2c3c([nH]c2c1)[C@H](CO)N(C(=O)c1ccccc1)CC31CCN(S(=O)(=O)c2cccs2)CC1 ?
TcdB inh: 0.6

What do the screens show for `CCC(=O)N1CC2(C1)CN(C(=O)Nc1ccccc1F)[C@@H](CO)c1c2c2ccc(OC)cc2n1C`?
TcdB inh: -2.0

What do the screens show for `CN1c2ccc(-c3cccc(F)c3)cc2[C@H]2[C@H](CCN2C(=O)CC2CC2)[C@@H]1CO`?
TcdB inh: -0.9

How did N#Cc1ccc(-c2ccc3c(c2)[C@H]2[C@H](CCN2C(=O)C2CCC2)[C@@H](CO)N3)cc1 do in these assays?
TcdB inh: -2.0

Results for C[C@@H]1CN([C@H](C)CO)C(=O)c2cccc(NS(=O)(=O)c3cn(C)cn3)c2O[C@@H]1CN(C)Cc1ccncc1 ?
TcdB inh: 0.0

What do the screens show for `C[C@@H]1CN([C@@H](C)CO)C(=O)c2cccc(NC(=O)Nc3ccc4c(c3)OCO4)c2O[C@H]1CN(C)Cc1ccc2c(c1)OCO2`?
TcdB inh: -0.6

Results for C[C@@H]1CCCCO[C@H](CN(C)C(=O)NC2CCCCC2)[C@H](C)CN([C@H](C)CO)C(=O)c2cc(NS(=O)(=O)c3ccc(Cl)cc3)ccc2O1 ?
TcdB inh: 0.4

What do the screens show for `CO[C@H]1CN(C)C(=O)c2cc(NC(=O)c3ccccc3F)ccc2OC[C@H](C)N(CC2CCOCC2)C[C@H]1C`?
TcdB inh: -3.3

What do the screens show for `O=C(c1ccccc1F)N1CC(=O)N2[C@H](CO)[C@H](c3ccc(-c4ccc(F)cc4)cc3)[C@H]2C1`?
TcdB inh: -0.8

What do the screens show for `Cc1noc(C)c1S(=O)(=O)Nc1ccc2c(c1)C(=O)N([C@@H](C)CO)C[C@H](C)[C@@H](CN(C)C(=O)Cc1ccccc1)OCCCC[C@H](C)O2`?
TcdB inh: 0.3

Results for C[C@H]1CN([C@@H](C)CO)C(=O)Cc2cc(NC(=O)Cn3cnnn3)ccc2O[C@@H]1CN(C)Cc1ccc(C(=O)Nc2ccccc2N)cc1 ?
TcdB inh: 0.0

How did COc1ccc(-c2ccc(C3[C@H]4CNC[C@@H]3N4S(=O)(=O)c3cccc(Cl)c3)cc2)cc1 (stereo partly specified) do in these assays?
TcdB inh: -0.5

Results for CO[C@@H]1CN(C)C(=O)c2cc(NC(C)=O)ccc2OC[C@H](C)N(Cc2ccccc2C(=O)O)C[C@@H]1C ?
TcdB inh: -0.8

What do the screens show for `O=C(C[C@H]1CC[C@@H](NC(=O)c2ccncc2)[C@H](CO)O1)Nc1ccc(-c2ccccc2)cc1`?
TcdB inh: -0.4

What do the screens show for `CC(=O)N(C)C[C@@H]1Oc2ncc(C3=CCCC3)cc2C(=O)N([C@H](C)CO)C[C@@H]1C`?
TcdB inh: -0.6

Results for O=C(N[C@@H]1CC[C@H](CCNC(=O)C2CCOCC2)O[C@H]1CO)c1ccncc1 ?
TcdB inh: 0.4

How did COc1ccc(CN(C)C[C@@H]2Oc3ccc(NC(=O)Nc4c(C)noc4C)cc3CC(=O)N([C@H](C)CO)C[C@@H]2C)cc1 do in these assays?
TcdB inh: 0.2

What do the screens show for `O=S(=O)(c1ccc(F)cc1)N1CCCCN2[C@@H](CO)[C@H](c3ccc(-c4ccccc4F)cc3)[C@@H]2C1`?
TcdB inh: 0.3

Results for CCCNC(=O)C[C@H]1CC[C@@H]2[C@@H](COc3ccc(NC(=O)c4ccccc4)cc3C(=O)N2C)O1 ?
TcdB inh: 2.0

Results for C[C@H](CO)N1C[C@H](C)[C@@H](CN(C)C(=O)Nc2cccc3ccccc23)Oc2c(cccc2N(C)C)C1=O ?
TcdB inh: -4.2

Results for C[C@H]1CN([C@@H](C)CO)C(=O)c2cc(NS(=O)(=O)c3cccs3)ccc2O[C@@H]1CN(C)CC1CCCCC1 ?
TcdB inh: 0.7

What do the screens show for `COCC#Cc1ccc2c(c1)O[C@H](CN(C)S(=O)(=O)c1cccc(F)c1)[C@@H](C)CN([C@@H](C)CO)S2(=O)=O`?
TcdB inh: 0.5

What do the screens show for `CC(=O)N(C)C[C@H]1Oc2ncc(C3=CCCC3)cc2C(=O)N([C@@H](C)CO)C[C@@H]1C`?
TcdB inh: -0.3

What do the screens show for `O=C(N[C@@H]1CC[C@H](CCn2cc(-c3ccccn3)nn2)O[C@H]1CO)c1cccnc1`?
TcdB inh: -0.5

How did Cc1ccc(S(=O)(=O)N2C[C@H]3[C@@H](c4ccccc42)[C@@H](CO)N3Cc2cccnc2)cc1 do in these assays?
TcdB inh: 0.4

What do the screens show for `C[C@@H]1CCCCO[C@@H](CN(C)Cc2ccc3c(c2)OCO3)[C@H](C)CN([C@H](C)CO)C(=O)c2cc(NS(=O)(=O)c3ccc(F)cc3)ccc2O1`?
TcdB inh: -0.2

How did CCCNC(=O)C[C@H]1CC[C@H]2[C@@H](COc3ccc(NC(=O)Nc4c(C)noc4C)cc3C(=O)N2C)O1 do in these assays?
TcdB inh: -6.5

What do the screens show for `C[C@@H]1CN([C@H](C)CO)S(=O)(=O)c2ccc(C#Cc3ccccc3)cc2O[C@@H]1CN(C)S(=O)(=O)c1ccccc1F`?
TcdB inh: 0.3

Results for COCCNC(=O)[C@@H]1[C@@H](CO)[C@@H]2Cn3c(ccc(-c4ccccc4F)c3=O)[C@@H]2N1C(=O)C1CCCC1 ?
TcdB inh: 0.1

What do the screens show for `O=C(NCc1ccc(F)cc1)[C@@H]1[C@@H](CO)[C@@H]2Cn3c(cccc3=O)[C@H]1N2`?
TcdB inh: -0.8

Results for C[C@@H]1CN([C@H](C)CO)C(=O)c2cccc(NC(=O)Nc3ccc(C(F)(F)F)cc3)c2O[C@@H]1CN(C)S(=O)(=O)c1cn(C)cn1 ?
TcdB inh: 0.2

How did CC=Cc1ccc2n(c1=O)C[C@@H]1[C@@H](CO)[C@H](C(=O)NCc3ccc(F)cc3)[C@H]2N1CC (mixture of isomers) do in these assays?
TcdB inh: -10.3

Results for C[C@@H]1CCCCO[C@H](CN(C)C)[C@H](C)CN([C@H](C)CO)C(=O)c2cc(NC(=O)Nc3ccc(C(F)(F)F)cc3)ccc2O1 ?
TcdB inh: -0.7

How did CN1C(=O)c2cc(NS(=O)(=O)c3ccc(Cl)cc3)ccc2OC[C@@H]2O[C@@H](CC(=O)N3CCc4ccccc4C3)CC[C@@H]21 do in these assays?
TcdB inh: -0.4

How did CCN1CC(=O)N2[C@H](C1)[C@@H](c1ccc(-c3ccccc3F)cc1)[C@@H]2CO do in these assays?
TcdB inh: -0.4

Results for COc1ccc(S(=O)(=O)N(C)C[C@H]2Oc3ccc(NC(=O)CCCCCC(=O)Nc4ccccc4N)cc3C(=O)N([C@H](C)CO)C[C@@H]2C)cc1 ?
TcdB inh: -3.4

How did CC=Cc1ccc2n(c1=O)C[C@@H]1[C@@H](CO)[C@H](C(=O)OC)[C@H]2N1C(=O)CC (mixture of isomers) do in these assays?
TcdB inh: -0.8

Results for CNC(=O)C[C@H]1CC[C@@H]2[C@@H](COc3ccc(NC(=O)c4ccc(OC)cc4)cc3C(=O)N2C)O1 ?
TcdB inh: 12.4*

How did Cc1ccc(S(=O)(=O)N(C)C[C@@H]2OCCCC[C@H](C)Oc3ccc(NC(=O)Nc4c(C)noc4C)cc3C(=O)N([C@@H](C)CO)C[C@@H]2C)cc1 do in these assays?
TcdB inh: 0.9

Results for C[C@@H]1CN([C@H](C)CO)C(=O)Cc2cc(NC(=O)Nc3ccc4c(c3)OCO4)ccc2O[C@H]1CN(C)Cc1ccc(C(=O)O)cc1 ?
TcdB inh: -3.5

Results for CCCC(=O)Nc1ccc2c(c1)C(=O)N(C)[C@@H]1CC[C@@H](CC(=O)O)O[C@@H]1CO2 ?
TcdB inh: -7.9

Results for C[C@@H]1CN([C@H](C)CO)C(=O)c2cc(NC(=O)CCN3CCOCC3)ccc2O[C@H]1CN(C)Cc1ccc(Cl)c(Cl)c1 ?
TcdB inh: -2.6

What do the screens show for `O=C(NC1CCCC1)[C@H]1[C@H](CO)[C@H]2Cn3c(ccc(-c4ccccc4F)c3=O)[C@@H]1N2C(=O)CC1CC1`?
TcdB inh: 0.0

How did COc1ccccc1-c1cnc2c(c1)C(=O)N([C@@H](C)CO)C[C@@H](C)[C@@H](CN(C)C(=O)c1ccncc1)O2 do in these assays?
TcdB inh: -0.6

How did C[C@@H]1CN([C@@H](C)CO)C(=O)c2cc(N(C)C)ccc2O[C@@H](C)CCCCO[C@@H]1CN(C)CC1CCCCC1 do in these assays?
TcdB inh: -30.1

Results for CCCNC(=O)N1[C@@H](CO)[C@@H]2c3ccccc3N(C(=O)NC(C)C)C[C@@H]21 ?
TcdB inh: -0.7

Results for C[C@@H]1CCCCO[C@H](CN(C)C(=O)C2CCCCC2)[C@H](C)CN([C@H](C)CO)C(=O)c2cc(NC(=O)c3ccncc3)ccc2O1 ?
TcdB inh: 0.4

These rows are one share of the data, so the mix of outcomes need not match the whole.
